Screens (PubChem)
GAA inhib = alpha-glucosidase (human) inhibition; AID 1466; Potency, µM (highest dose often 76.9 µM), inactives show at the top dose activity change, negative = inhibition, most hits filed as inhibitors; purified human GAA, 4-MU-alpha-glucoside fluorescence; 0.005% of 200,000 active; P10253;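 further: plate controls were uninhibited enzyme wells for no effect and no-enzyme background for full effect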
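Compounds are titrated up to 77 uM against 4 nM human enzyme. Substrate 4-methylumbelliferyl-alpha-D-pyranoside (400 uM) reacts 20 min at room temperature in pH 5.0 buffer; liberated 4-methylumbelliferone is read at 440 nm.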
aGal spleen mod = alpha-galactosidase A (human) modulation. 0.008% of 240,000 active. human spleen homogenate, 4MU-alpha-Gal fluorescence, 40 min. P06280. Potency, µM (doses to about 80 µM), inactives show at the highest dose activity change, negative = inhibition, actives largely listed as inhibitors;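 further: 0% = enzyme with vehicle and -100% = no enzyme basal signal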
Target sequence (P06280 32-429 limits assumed): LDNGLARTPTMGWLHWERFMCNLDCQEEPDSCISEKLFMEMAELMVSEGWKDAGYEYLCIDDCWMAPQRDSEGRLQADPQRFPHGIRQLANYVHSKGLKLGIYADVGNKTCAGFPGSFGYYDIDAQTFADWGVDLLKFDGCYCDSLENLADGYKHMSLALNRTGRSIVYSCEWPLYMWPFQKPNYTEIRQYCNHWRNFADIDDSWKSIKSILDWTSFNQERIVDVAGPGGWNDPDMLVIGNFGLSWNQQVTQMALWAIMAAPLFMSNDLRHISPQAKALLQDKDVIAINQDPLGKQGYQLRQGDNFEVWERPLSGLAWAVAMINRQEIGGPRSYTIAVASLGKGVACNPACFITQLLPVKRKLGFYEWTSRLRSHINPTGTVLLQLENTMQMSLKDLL
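Human spleen homogenate (1 ug) was the enzyme source, with 4-methylumbelliferyl-alpha-D-galactopyranoside (1 mM final) in pH 5.0 citrate buffer with 0.01% Tween-20. Compounds were titrated; after 40 min at 37C, NaOH/glycine stop, 4-MU fluorescence read; AC50 from Hill fits.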
Epigenetic reg = derepresses silenced GFP reporter in murine cells; 0.2% of 280,000 active; murine LDR cells, GFP reporter derepression, 30 h; Potency, µM (top dose mostly 53.9 µM), inactives show top-dose GFP activation, usual class: activators; further: % of control where 0% means no effect; nearly all actives have a fitted effect of over 60% in size
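Readout is the number of GFP-expressing murine LDR cells, counted by cytometry following washing. Cells were treated with compound for 30 h at 37 C; the stably integrated CMV-GFP locus is normally silent.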
GAA glycogen mod = alters human alpha-glucosidase cleavage of glycogen; recombinant GAA, glycogen substrate, Amplex Red glucose oxidase fluorescence; AID 2100; P10253; Potency, µM (series often up to 76.4 µM), for the others: at the highest dose activity change, negative = inhibition, most hits filed as inhibitors; 0.38% of 300,000 active;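 further: 0% = full enzyme reaction and -100% = no-enzyme basal signal; the screen sought inhibitors and activators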
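Natural-substrate format: glycogen cleavage by 4 nM human enzyme, glucose read by Amplex Red coupling (Ex 573, Em 610 nm). Normalized to enzyme and no-enzyme controls.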
GAA spleen mod = lysosomal alpha-glucosidase (human) modulation; Potency, µM (top dose mostly 79.9 µM), inactives show top-dose activity change, negative = inhibition, actives largely listed as inhibitors; 0.006% of 240,000 active; P10253; human spleen homogenate, 4-MU-alpha-glucoside fluorescence;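 further: 0% = enzyme with vehicle and -100% = no enzyme basal signal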
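Compounds were titrated against alpha-glucosidase in spleen homogenate at pH 5.0, with 1 mM 4-methylumbelliferyl substrate for 40 min at 37 C. Reactions were quenched with pH 10 NaOH/glycine and fluorescence measured.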
NPSR antag = antagonists of human neuropeptide S receptor cAMP signaling. Q6W5P4. CHO-NPSR cells, cAMP TR-FRET, antagonist mode. Potency, µM (doses to about 38.3 µM), for inactives: at the top dose activity change, negative = inhibition, actives largely listed as inhibitors. 1% of 220,000 active; further: on the % scale 0 is the no-effect control and ±100 the full control effect; nearly all actives have a fitted effect of over 50% in size; many of its hits are not listed in these tables
ALDH1A1 inh = blocks purified human ALDH1A1 activity. Purified ALDH1A1, NADH fluorescence, propionaldehyde substrate. Potency, µM (top dose mostly 75.3 µM), without a hit: at the highest dose activity, negative = inhibition, actives largely listed as inhibitors. 7.3% of 220,000 active. AID 1030; active means well fitted inhibition curve with a large enough effect, not every such curve was filed as active; inconclusive means small, poorly fitted or top-dose-only effect, or another doubt; inactive means no such curve, though single readings can be large or run the other way;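 further: plate controls were no enzyme wells and a reference inhibitor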
Target sequence (P00352 whole entry, looked up): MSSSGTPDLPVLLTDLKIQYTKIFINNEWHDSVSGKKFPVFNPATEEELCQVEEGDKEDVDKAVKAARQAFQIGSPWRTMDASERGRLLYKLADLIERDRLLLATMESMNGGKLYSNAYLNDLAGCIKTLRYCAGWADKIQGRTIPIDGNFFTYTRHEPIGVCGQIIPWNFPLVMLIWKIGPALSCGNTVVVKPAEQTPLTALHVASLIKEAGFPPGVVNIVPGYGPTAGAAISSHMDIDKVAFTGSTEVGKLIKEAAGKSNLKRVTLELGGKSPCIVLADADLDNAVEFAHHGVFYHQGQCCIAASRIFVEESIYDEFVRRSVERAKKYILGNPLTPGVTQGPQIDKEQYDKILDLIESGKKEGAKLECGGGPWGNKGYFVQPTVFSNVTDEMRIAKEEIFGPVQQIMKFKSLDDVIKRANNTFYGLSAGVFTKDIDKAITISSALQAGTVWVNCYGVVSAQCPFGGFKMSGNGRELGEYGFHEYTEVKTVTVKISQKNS
Tau fluor cs = counter-screen for tau fibril formation inhibitors | tau K18 P301L Alexa594 fluorescence, heparin fibrillization | Potency, µM (doses to about 57.7 µM), inactives show top-dose activity change, negative = decrease | 0.93% of 280,000 active | AID 1463; further: on the % scale 0 is the no-effect control and ±100 the full control effect; nearly all actives have a fitted effect of over 55% in size
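Human tau K18 P301L (15 uM unlabeled, 0.24 uM Alexa 594-labeled) in 100 mM sodium acetate pH 7 with 20 uM heparin, 6 hr at 37 C. ThT 30 uM added, 1 hr ambient; Alexa 594 FP and total fluorescence read at 555/632 nm.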
Starred values were filed as active, the others as inactive; [ ] = remark or other dose. Unless noted, the call rests on the fitted dose curve; in most records, active means well fitted curve in the direction sought with a large enough effect; inconclusive means small, poorly fitted or top-dose-only effect, or another doubt; inactive means no such curve, though single readings can be large; an effect the other way counts as inactive or inconclusive. Potency means the concentration at half of the fitted maximal effect.

For CC1CCCCN1C(=O)c1ccc(NC(=O)c2ccccc2Cl)cc1 (stereo unspecified) the results were GAA inhib -5.5%, aGal spleen mod -0.7%, Epigenetic reg 0.1%, GAA glycogen mod 5.9%, GAA spleen mod -1.2%, NPSR antag 2.7%, ALDH1A1 inh -9.3% and Tau fluor cs -4.5%.
Screening COc1ccc2c(CCNC(=O)CN3C(=O)c4ccccc4C3=O)c[nH]c2c1 returned GAA inhib 5.2%, aGal spleen mod -5.2%, Epigenetic reg 0.1%, GAA glycogen mod 4.0%, GAA spleen mod -0.8%, NPSR antag -3.0%, ALDH1A1 inh -5.7% and Tau fluor cs -8.6%.
For Cc1ccc(N(CC(=O)NCC2CCCO2)C(=O)CCC(=O)Nc2ccccn2)cc1C (stereo unspecified) the results were GAA inhib 4.5%, aGal spleen mod 2.0%, Epigenetic reg 1.1%, GAA glycogen mod 1.9%, GAA spleen mod -3.8%, NPSR antag -17.5%[46.1 µM], ALDH1A1 inh -12.5% and Tau fluor cs -7.4%.
Screening O=C(c1cc(-n2cnnc2)ccc1Cl)N1CCN(c2nc(-c3ccccc3)cs2)CC1 returned GAA inhib 2.2%, aGal spleen mod -4.9%, Epigenetic reg 0.0%, GAA glycogen mod 1.2%, GAA spleen mod -2.2%, NPSR antag 12.1%[46.1 µM], ALDH1A1 inh -2.2% and Tau fluor cs -0.1%.
For Cc1cccc(OCC(=O)N(C)CCc2ccccn2)c1 the results were GAA inhib -3.1%, aGal spleen mod -2.6%, Epigenetic reg -1.0%, GAA glycogen mod -5.9%, GAA spleen mod -5.4%, NPSR antag 2.9%[46.1 µM], ALDH1A1 inh -14.4% and Tau fluor cs -3.0%.
For CN(C)c1nc(N2CCN(c3ccc(F)cc3)CC2)c(C#N)c(=O)o1 the results were GAA inhib -7.1%, aGal spleen mod 12.8%, Epigenetic reg 0.0%, GAA glycogen mod 16.6%, GAA spleen mod 8.4%, NPSR antag inconclusive, ALDH1A1 inh 3.1% and Tau fluor cs -3.8%.
For CCCCCCC(=O)NN1CCN(C)CC1 the results were GAA inhib 0.1%, aGal spleen mod 1.9%, Epigenetic reg 1.0%, GAA glycogen mod -8.8%, GAA spleen mod -0.4%, NPSR antag -6.8%[46.1 µM], ALDH1A1 inh 3.6% and Tau fluor cs -4.4%.
Screening Cc1cccc(OCc2nc(C#N)c(N3CCCC3)o2)c1 returned GAA inhib -5.1%, aGal spleen mod -0.4%, Epigenetic reg 2.2%, GAA glycogen mod -4.8%, GAA spleen mod -2.2%, NPSR antag 11.7%, ALDH1A1 inh 0.4% and Tau fluor cs -17.4%.
Cn1c(SCc2ccccn2)nnc1-c1cnccn1 was read as GAA inhib -7.2%, aGal spleen mod 3.6%, Epigenetic reg -0.1%, GAA glycogen mod 7.6%, GAA spleen mod 2.2%, NPSR antag -2.8%[46.1 µM], ALDH1A1 inh 2.1% and Tau fluor cs 4.0%.
`O=C(CN1C(=O)NC(Cc2ccccc2)C1=O)Nc1ccc(F)cc1` (stereo unspecified) gave GAA inhib -6.4%, aGal spleen mod -1.4%, Epigenetic reg -1.6%, GAA glycogen mod 1.0%, GAA spleen mod -3.7%, NPSR antag inconclusive, ALDH1A1 inh -0.8% and Tau fluor cs -0.7%.
For Cn1c(CO)cnc1SCc1ccccc1 the results were GAA inhib 6.2%, aGal spleen mod 2.0%, Epigenetic reg -0.5%, GAA glycogen mod 11.3%, GAA spleen mod 1.6%, NPSR antag -2.3%[46.1 µM], ALDH1A1 inh 16.3% and Tau fluor cs 0.0%.
`O=C(O)CC(C(=O)NCc1ccccc1)C1CCCO1` (stereo unspecified) gave GAA inhib -5.9%, aGal spleen mod 3.3%, Epigenetic reg 0.0%, GAA glycogen mod -4.9%, GAA spleen mod 4.7%, NPSR antag 9.3%[46.1 µM], ALDH1A1 inh 5.9% and Tau fluor cs -4.5%.
COC(=O)C1=C(C)N=c2s/c(=C/c3ccoc3)c(=O)n2C1c1ccccc1 (stereo unspecified) was read as GAA inhib -4.0%, aGal spleen mod -1.4%, Epigenetic reg 0.9%, GAA glycogen mod -6.2%, GAA spleen mod -5.2%, NPSR antag inconclusive, ALDH1A1 inh -6.2% and Tau fluor cs -18.2%.
For CN1CCN(C(=O)C2=C[C@@H](c3ccccc3)C[C@@H](OCCCCO)O2)CC1 the results were aGal spleen mod 11.5%, Epigenetic reg 10.0%, GAA glycogen mod -7.0%, GAA spleen mod 1.1%, NPSR antag -12.5%, ALDH1A1 inh inconclusive and Tau fluor cs 0.0%.
Screening CC1CCCCN1CCn1c(=S)[nH]c2ncccc2c1=O (stereo unspecified) returned GAA inhib -7.7%, aGal spleen mod -4.7%, Epigenetic reg -1.1%, GAA glycogen mod -4.7%, GAA spleen mod 8.0%, NPSR antag -4.2%[46.1 µM], ALDH1A1 inh -10.9% and Tau fluor cs -14.7%.
Cc1ccccc1NC(=O)C1CCCN(S(=O)(=O)c2cnc[nH]2)C1 (stereo unspecified) was read as GAA inhib inconclusive, aGal spleen mod 6.5%, Epigenetic reg -0.8%, GAA glycogen mod 4.3%, GAA spleen mod -20.6%, NPSR antag 5.2%[46.1 µM], ALDH1A1 inh 3.5% and Tau fluor cs 4.5%.
CCOC(=O)c1nn(-c2cccc(Cl)c2)c2nc(CC(C)C)c(C#N)c(=O)n12 was read as GAA inhib -7.2%, aGal spleen mod 8.5%, Epigenetic reg -1.0%, GAA glycogen mod 2.1%, GAA spleen mod 2.6%, NPSR antag -3.0%, ALDH1A1 inh inconclusive and Tau fluor cs -16.2%.
Screening CC(NC(=O)COC(=O)/C(=C/c1cccs1)c1cccs1)c1ccccc1 (stereo unspecified) returned GAA inhib -12.4%, aGal spleen mod 6.6%, Epigenetic reg -0.9%, GAA glycogen mod -2.0%, GAA spleen mod 1.0%, NPSR antag -42.2%, ALDH1A1 inh 5.5% and Tau fluor cs -14.7%.
Screening O=C(c1ccc(Cl)s1)N1CCCC1 returned GAA inhib 0.1%, aGal spleen mod 7.2%, Epigenetic reg -5.5%, GAA glycogen mod -6.9%, GAA spleen mod -0.1%, NPSR antag -15.5%[46.1 µM], ALDH1A1 inh inconclusive and Tau fluor cs 1.6%.
Cc1ccc(N/N=C(\Cc2nc3ccccc3[nH]2)c2ccccc2)cc1 was read as GAA inhib -2.4%, aGal spleen mod 9.6%, Epigenetic reg 1.1%, GAA glycogen mod inconclusive, GAA spleen mod -8.5%, NPSR antag -26.3%, ALDH1A1 inh 10µM* and Tau fluor cs -27.7%.
O=C(NCCN1CCOCC1)c1cnn2c1NC(c1cccs1)CC2C(F)(F)F (stereo unspecified) was read as GAA inhib -5.1%, aGal spleen mod 4.9%, Epigenetic reg 6.3%, GAA glycogen mod -2.8%, GAA spleen mod 2.1%, NPSR antag 12.3%, ALDH1A1 inh -2.1% and Tau fluor cs -0.2%.
For CCOc1ccc(Br)cc1CSC(=N)N the results were GAA inhib -7.8%, aGal spleen mod 2.0%, Epigenetic reg 3.0%, GAA glycogen mod -0.9%, GAA spleen mod -5.9%, NPSR antag 8.2%, ALDH1A1 inh 11.5% and Tau fluor cs 8.0%.
`CC(C)CC(=O)N1CC(C)N(C(=O)CC(C)C)CC1C` (stereo unspecified) gave GAA inhib 5.0%, aGal spleen mod -1.9%, Epigenetic reg -2.9%, GAA glycogen mod -3.0%, GAA spleen mod -0.5%, NPSR antag 11.0%, ALDH1A1 inh 0.5% and Tau fluor cs 8.4%.
`Cc1onc(-c2ccccc2Cl)c1C(=O)Nc1ccc(S(=O)(=O)Nc2nccs2)cc1` gave GAA inhib inconclusive, aGal spleen mod -0.2%, Epigenetic reg 3.0%, GAA glycogen mod 3.5%, GAA spleen mod 2.8%, NPSR antag 3.2%, ALDH1A1 inh 26.6% and Tau fluor cs -8.2%.
Screening CCOC(=O)C1CCCN(C(=O)c2ccc([N+](=O)[O-])cc2)C1 (stereo unspecified) returned GAA inhib 4.8%, aGal spleen mod 3.9%, Epigenetic reg -1.3%, GAA glycogen mod 4.9%, GAA spleen mod 15.1%, NPSR antag 9.0%, ALDH1A1 inh inconclusive and Tau fluor cs -0.3%.
CCOC(=O)N1CCN(c2c(NCc3cccs3)c(=O)c2=O)CC1 was read as GAA inhib -2.3%, aGal spleen mod -0.6%, Epigenetic reg 1.0%, GAA glycogen mod 26.9%, GAA spleen mod 2.4%, NPSR antag -8.4%[46.1 µM], ALDH1A1 inh inconclusive and Tau fluor cs -5.0%.
Screening Cc1onc(-c2ccccc2)c1C(=O)Nc1nnc(N2CCCCCC2)s1 returned GAA inhib -1.5%, aGal spleen mod 1.0%, Epigenetic reg -1.7%, GAA glycogen mod -8.9%, GAA spleen mod -3.7%, NPSR antag -19.8%[46.1 µM], ALDH1A1 inh inconclusive and Tau fluor cs -12.5%.
COc1ccc(OC)c(N/C(C)=C/C(=O)c2ccccc2)c1 was read as GAA inhib -2.2%, aGal spleen mod 3.7%, Epigenetic reg -0.3%, GAA glycogen mod -3.1%, GAA spleen mod 6.3%, NPSR antag 6.3%, ALDH1A1 inh -14.3% and Tau fluor cs -28.4%.
`CC(=O)NC1C(OCc2ccccc2)OC(COC(C)=O)C(OC(C)=O)C1OC(C)=O` (stereo unspecified) gave GAA inhib 3.5%, aGal spleen mod -14.7%, Epigenetic reg 3.7%, GAA glycogen mod 1.7%, GAA spleen mod inconclusive, NPSR antag 6.3%, ALDH1A1 inh 13.5% and Tau fluor cs -15.4%.
CCN=C1SCC(=O)N1c1ccc(OC)cc1 was read as GAA inhib -3.1%, aGal spleen mod 3.9%, Epigenetic reg -2.1%, GAA glycogen mod 6.5%, GAA spleen mod 4.0%, NPSR antag 3.0%[46.1 µM], ALDH1A1 inh 9.2% and Tau fluor cs 3.8%.
CC(C)(C)NC(=O)NC(=O)COC(=O)c1cccc(S(=O)(=O)N2CCCCC2)c1 was read as GAA inhib -4.8%, aGal spleen mod 1.5%, Epigenetic reg -1.8%, GAA glycogen mod -0.5%, GAA spleen mod -5.3%, NPSR antag -2.9%, ALDH1A1 inh -1.4% and Tau fluor cs -11.3%.

Some of the compounds tested; rates above refer to the full screens.
